USP1-UAF1 inh: USP1/UAF1 (human) deubiquitinase inhibition. O94782. recombinant USP1/UAF1, Ub-Rhodamine cleavage fluorescence. Potency, µM (titrated, usually from 57.1 µM), without a hit: top-dose activity change, negative = inhibition, usual class: inhibitors. hit rate 0.23% among 390,000. AID 743255; further: potency means the concentration at half of the fitted maximal effect; on the % scale 0 is the no-effect control and ±100 the full control effect; nearly all actives have a fitted effect of over 60% in size; inactives centre near -12
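In this screen, compounds sit with the deubiquitinase complex (1nM) for 15 min at room temperature before Ub-Rho is added at 150nM final. Fluorescence rise is then followed for 6 reads every 60 seconds.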
D2 antag: antagonizes the human D2 dopamine receptor; P14416; HEK293 TREx D2 cells, calcium flux, dopamine EC80; inhibition, % at 10 µM; hit rate 2% among 340,000; AID 485344; in the data active means inhibition above about 30%; further: 0% is about no effect
Target sequence (P14416 whole entry, looked up): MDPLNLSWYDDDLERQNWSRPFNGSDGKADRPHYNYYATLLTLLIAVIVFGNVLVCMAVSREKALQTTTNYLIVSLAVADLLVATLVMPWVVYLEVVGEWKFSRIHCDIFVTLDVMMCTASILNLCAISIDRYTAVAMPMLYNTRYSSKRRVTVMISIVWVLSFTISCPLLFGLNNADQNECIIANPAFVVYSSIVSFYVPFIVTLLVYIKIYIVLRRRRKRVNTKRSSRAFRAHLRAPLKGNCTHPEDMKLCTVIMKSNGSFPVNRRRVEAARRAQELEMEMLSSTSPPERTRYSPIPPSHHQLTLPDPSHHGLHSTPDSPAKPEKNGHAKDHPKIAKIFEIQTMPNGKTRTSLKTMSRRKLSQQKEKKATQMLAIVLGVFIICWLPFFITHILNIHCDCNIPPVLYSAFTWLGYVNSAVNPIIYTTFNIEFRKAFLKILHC
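Tetracycline-induced HEK293 T-REx cells expressing D2 force-coupled to calcium signalling were dye-loaded, exposed to compound for 180 s, then challenged with an EC80 of dopamine; calcium flux was followed kinetically for a further 180 s.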
TRHR PAM: allosteric enhancers of human TRH receptor; P34981; AID 493056; hit rate 0.66% among 360,000; enhancement, % at 2 µM; TRHR cells, fluo-8 calcium fluorescence, EC20 TRH enhancement; in the data active means enhancement above about 30%; further: 0% is about no effect
Target sequence (P34981 whole entry, looked up): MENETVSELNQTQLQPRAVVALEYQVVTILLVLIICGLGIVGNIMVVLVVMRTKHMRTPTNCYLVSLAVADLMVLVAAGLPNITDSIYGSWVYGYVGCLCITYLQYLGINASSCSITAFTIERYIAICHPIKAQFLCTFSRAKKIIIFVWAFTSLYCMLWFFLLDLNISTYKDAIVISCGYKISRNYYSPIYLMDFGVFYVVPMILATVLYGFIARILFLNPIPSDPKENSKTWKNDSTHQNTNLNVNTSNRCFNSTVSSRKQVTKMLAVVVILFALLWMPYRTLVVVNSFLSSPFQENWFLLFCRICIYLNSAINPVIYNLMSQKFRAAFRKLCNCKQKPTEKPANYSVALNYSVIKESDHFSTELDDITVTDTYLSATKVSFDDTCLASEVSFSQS
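TRHR-expressing cells loaded with fluo-8 calcium dye were read kinetically (ex 480/em 530) during compound addition, then stimulated with an EC20 of TRH (10 nM final). Enhancement of the Gq-mediated intracellular calcium response was scored.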
TrxR1 substrate: is turned over as a substrate by rat TrxR1 | O89049 | purified TrxR1 substrate turnover, NADPH consumption readout | Potency, µM (doses to about 114 µM), for the others: at the highest dose activity change, negative = substrate turnover | hit rate 0.01% among 390,000 | AID 588456; further: potency means the concentration at half of the fitted maximal effect; on the % scale 0 is the no-effect control and ±100 the full control effect; nearly all actives have a fitted effect of over 50% in size
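Rat TrxR1, dispensed at 90 nM, was prereduced with 400 uM NADPH (final) for 5 min at ~22 deg C, then incubated with compound 15 min before 400 uM selenite. A first-read NADPH fluorescence drop versus no-compound background flagged substrates.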
D2 ag: agonists of human D2 dopamine receptor | activation, % at 2 µM | HEK293 T-REx D2 cells, calcium flux agonist mode | hit rate 0.53% among 340,000 | P14416;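 active means activation over 3 SD above normal in the single-dose calcium agonist read, cut at about 30% in these data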; further: 0% is about no effect
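Agonism is scored from calcium flux in a force-coupled, inducible HEK293 cell line expressing D2, read kinetically for 180 s after compound addition against dopamine controls.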
TRHR agonist: TRH receptor (human) agonism | P34981 | TRHR cells, calcium flux fluo-8, FDSS agonist mode | activation, % at 2 µM | hit rate 0.18% among 360,000; in the data active means activation above about 30%; further: 0% is about no effect
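TRHR-expressing cells, plated overnight in medium with 10% serum, were loaded with fluo-8 calcium dye at room temperature. After a 10 s baseline, library compound was pin-added and calcium release was recorded kinetically (ex 480/em 530) as agonist response.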
rTrxR1 inhibitor: inhibitors of rat thioredoxin reductase 1. O89049. recombinant rTrxR1, NADPH fluorescence consumption, selenite substrate. hit rate 1% among 390,000. Potency, µM (highest dose often 114 µM), without a hit: top-dose activity change, negative = inhibition, usual class: inhibitors; further: potency means the concentration at half of the fitted maximal effect; on the % scale 0 is the no-effect control and ±100 the full control effect; nearly all actives have a fitted effect of over 65% in size
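Rat TrxR1 (90 nM in the dispensed reagent) was pre-reduced with 400 uM NADPH for 5 min at room temperature, then incubated with compound for 15 min. After 400 uM selenite was added, NADPH fluorescence (Ex 340/Em 450 nm) was followed for 8 min.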
PI4K2A inh: blocks human PI4K2A kinase activity; hit rate 0.13% among 420,000; activity change, negative = inhibition, % at 76.9 µM; AID 1346378; Q9BTU6; purified PI4K2A, ADP-Glo luminescence, 1 h; active compounds read low; in the data active means activity change below about -50%; inconclusive means mostly about -30% to -49%;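 further: -100% = wells without enzyme as full effect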
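In this quantitative HTS, ADP production by PI4K2A was quantified luminescently after 1 h at ambient temperature; 100 microM adenosine served as plate-quality control.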
mIDH1 inhibitor: inhibitors of human mutant IDH1 R132H; O75874; IDH1-R132H enzyme, NADPH consumption, diaphorase/resazurin fluorescence; Potency, µM (highest dose often 76.6 µM), for inactives: at the highest dose activity change, negative = inhibition, most hits filed as inhibitors; hit rate 0.093% among 390,000; AID 602179; further: potency means the concentration at half of the fitted maximal effect; on the % scale 0 is the no-effect control and ±100 the full control effect; nearly all actives have a fitted effect of over 65% in size
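IDH1-R132H (0.5 ug/mL) preincubated 30 min with compound, then NADPH (0.016 mM) and alpha-KG (2 mM) added; 80 min at RT, pH 7.5. Remaining NADPH coupled via diaphorase/resazurin to fluorescence (540/590 nm); concentration-response curves normalized to no-enzyme control.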
* marks the source's active call; other numbers are inactive results; & = joins results of further samples; [ ] = remark or other dose. Unless noted, the call rests on the fitted dose curve; in most records, active means well fitted inhibition curve with a large enough effect; inconclusive means small, poorly fitted or top-dose-only effect; inactive means no such curve, though single readings can be large or run the other way.

How did CCC(C)(C)n1nnnc1C(c1cc2cc(OC)ccc2[nH]c1=O)N1CCc2ccccc21 (centres undefined) do in these assays?
USP1-UAF1 inh: -23%; D2 antag: -3; TRHR PAM: -1; TrxR1 substrate: -12%; D2 ag: 0.5; TRHR agonist: 0.3; rTrxR1 inhibitor: 0%; PI4K2A inh: 1; mIDH1 inhibitor: 0%

Results for CCOC(=O)C(Cc1ccc(Cl)cc1Cl)c1ccno1 (centres undefined) ?
USP1-UAF1 inh: -23%; D2 antag: 7; TRHR PAM: 4; TrxR1 substrate: -1%; D2 ag: 6.2; TRHR agonist: -0.4; rTrxR1 inhibitor: 15%; PI4K2A inh: 8; mIDH1 inhibitor: 8%

What do the screens show for `O=C(NCCS(=O)(=O)c1ccc(Br)cc1)c1ccccc1`?
USP1-UAF1 inh: -9%; D2 antag: -22; TRHR PAM: 2; TrxR1 substrate: 0%; D2 ag: 0.1; TRHR agonist: 0.0; rTrxR1 inhibitor: 20%; PI4K2A inh: 0; mIDH1 inhibitor: 0%

How did Clc1ccc2nc3c4ccccc4cnn3c2c1 do in these assays?
USP1-UAF1 inh: -8%; D2 antag: -2; TRHR PAM: 0; TrxR1 substrate: 5%; D2 ag: -3.3; TRHR agonist: -1.0; rTrxR1 inhibitor: 26%; PI4K2A inh: -16; mIDH1 inhibitor: 0%

How did CNc1nc(-c2ccccc2)nc(-c2ccccc2)c1C#N do in these assays?
USP1-UAF1 inh: -8%; D2 antag: -4; TRHR PAM: 0; TrxR1 substrate: -24%[57.1 µM]; D2 ag: 3.7; TRHR agonist: 2.6; rTrxR1 inhibitor: 19%[57.1 µM]; PI4K2A inh: -1; mIDH1 inhibitor: 0%

What do the screens show for `Cc1cccc(-n2c(CCN3C(=O)c4ccccc4C3=O)nc3ccccc3c2=O)n1`?
USP1-UAF1 inh: 2%; D2 antag: -3; TRHR PAM: 22; TrxR1 substrate: -7%; D2 ag: 0.2; TRHR agonist: 0.6; rTrxR1 inhibitor: -14%; PI4K2A inh: -5; mIDH1 inhibitor: 1%

Results for Cn1c(=O)c2c(c3ccccc31)OC(=O)CC2c1cccnc1 (centres undefined) ?
USP1-UAF1 inh: -21%; D2 antag: 1; TRHR PAM: 2; TrxR1 substrate: 6%; D2 ag: 0.7; TRHR agonist: 0.3; rTrxR1 inhibitor: 19%; PI4K2A inh: -2; mIDH1 inhibitor: 3%

How did CNC(=O)C1Cc2ccccc2CN1S(=O)(=O)c1ccc(OC)c(OC)c1 (centres undefined) do in these assays?
USP1-UAF1 inh: -19%; D2 antag: 0; TRHR PAM: 10; TrxR1 substrate: 10%[57.1 µM]; D2 ag: 0.1; TRHR agonist: -0.1; rTrxR1 inhibitor: 15%[57.1 µM]; PI4K2A inh: -2; mIDH1 inhibitor: 4%

How did CCN(CC)c1ccc(C(=O)OCC(=O)N(C)Cc2ccccc2)cc1 do in these assays?
USP1-UAF1 inh: -7%; D2 antag: 13; TRHR PAM: 18; TrxR1 substrate: -10%; D2 ag: 1.3; TRHR agonist: 0.3; rTrxR1 inhibitor: 6%[57.1 µM]; PI4K2A inh: -2; mIDH1 inhibitor: -3%

How did CCOC(=O)c1ccc(Oc2nc(NC)nc(OC)n2)cc1 do in these assays?
USP1-UAF1 inh: -2%; D2 antag: -22; TRHR PAM: 6; TrxR1 substrate: 20%[57.1 µM]; D2 ag: -0.1; TRHR agonist: 0.5; rTrxR1 inhibitor: 23%[57.1 µM]; PI4K2A inh: -8; mIDH1 inhibitor: 1%

Results for COc1ccc(C2Nc3ccccc3C(=O)N2c2ccc(F)cc2)cc1CSc1ccccn1 (centres undefined) ?
USP1-UAF1 inh: 1%; D2 antag: -7; TRHR PAM: 6; TrxR1 substrate: 107%[activator]; D2 ag: 0.2; TRHR agonist: 0.7; rTrxR1 inhibitor: 41%[activator]; PI4K2A inh: -1; mIDH1 inhibitor: 0%

What do the screens show for `COc1ccccc1CNC(=O)COC(=O)/C=C/c1ccc(OC(F)F)c(OC)c1`?
USP1-UAF1 inh: -20%; D2 antag: 0; TRHR PAM: 3; TrxR1 substrate: 1%; D2 ag: -1.0; TRHR agonist: 0.2; rTrxR1 inhibitor: -2%; PI4K2A inh: -4; mIDH1 inhibitor: 5%

Results for COC(=O)c1cccc(NC(=S)NCc2ccc(Cl)cc2)c1 ?
USP1-UAF1 inh: -23%; D2 antag: 10; TRHR PAM: -8; TrxR1 substrate: -4%; D2 ag: 1.9; TRHR agonist: 1.3; rTrxR1 inhibitor: -15%; PI4K2A inh: -11; mIDH1 inhibitor: 3%

How did COc1ccccc1CCNC(=O)CNC(=O)Cc1cccc2ccccc12 do in these assays?
USP1-UAF1 inh: -1%; D2 antag: -1; TRHR PAM: 18; TrxR1 substrate: 5%&1%; D2 ag: -0.7; TRHR agonist: -2.2; rTrxR1 inhibitor: 5%[0.0914 µM]; PI4K2A inh: 1; mIDH1 inhibitor: 23%

What do the screens show for `Cc1ccc(CNC(=O)CSCC(=O)O)cc1`?
USP1-UAF1 inh: 3%; D2 antag: 3; TRHR PAM: 7; TrxR1 substrate: -1%; D2 ag: 0.0; TRHR agonist: 0.0; rTrxR1 inhibitor: -3%; PI4K2A inh: -3; mIDH1 inhibitor: -1%

Results for CCOc1ccc(N2CC(O)(c3ccc(F)cc3)[N+]3=C2CCCC3)cc1 (centres undefined) ?
USP1-UAF1 inh: -6%; D2 antag: 30*; TRHR PAM: 7; TrxR1 substrate: 8%[57.1 µM]; D2 ag: 1.9; TRHR agonist: -0.8; rTrxR1 inhibitor: 23%[57.1 µM]; PI4K2A inh: 1; mIDH1 inhibitor: -1%

What do the screens show for `Cn1c(-n2cccc2)c(-c2c(-c3ccc(F)cc3)[nH]c3c2c(=O)[nH]c(=O)n3C)c(=O)[nH]c1=O`?
USP1-UAF1 inh: inconclusive; TRHR PAM: -4; TrxR1 substrate: 0%; D2 ag: 1.4; TRHR agonist: 0.4; rTrxR1 inhibitor: 23%; PI4K2A inh: 0; mIDH1 inhibitor: 6%

How did Cc1nc2cc(NC(=O)NCc3ccco3)ccc2o1 do in these assays?
USP1-UAF1 inh: -4%; D2 antag: 3; TRHR PAM: -4; TrxR1 substrate: 12%[57.1 µM]; D2 ag: 0.2; TRHR agonist: 0.3; rTrxR1 inhibitor: 26%; PI4K2A inh: -5; mIDH1 inhibitor: 7%

What do the screens show for `COc1ccc(S(=O)(=O)Nc2ccc(Oc3ccsc3C(=O)O)cc2)cc1`?
USP1-UAF1 inh: -21%; D2 antag: -1; TRHR PAM: -4; TrxR1 substrate: 7%; D2 ag: -2.0; TRHR agonist: -1.4; rTrxR1 inhibitor: 23%; PI4K2A inh: -2; mIDH1 inhibitor: -6%

What do the screens show for `CCOC(=O)c1c(NC(=O)CSc2nnc(Cc3ccccc3)o2)sc(C)c1C`?
USP1-UAF1 inh: -23%; D2 antag: 8; TRHR PAM: 4; TrxR1 substrate: -5%; D2 ag: -0.2; TRHR agonist: 0.2; rTrxR1 inhibitor: -11%; PI4K2A inh: 4; mIDH1 inhibitor: 3%

Continued, starting with the last 2 of the part before.
What do the screens show for `COc1ccc(S(=O)(=O)Nc2ccc(Oc3ccsc3C(=O)O)cc2)cc1`?
USP1-UAF1 inh: -21%; D2 antag: -1; TRHR PAM: -4; TrxR1 substrate: 7%; D2 ag: -2.0; TRHR agonist: -1.4; rTrxR1 inhibitor: 23%; PI4K2A inh: -2; mIDH1 inhibitor: -6%

What do the screens show for `CCOC(=O)c1c(NC(=O)CSc2nnc(Cc3ccccc3)o2)sc(C)c1C`?
USP1-UAF1 inh: -23%; D2 antag: 8; TRHR PAM: 4; TrxR1 substrate: -5%; D2 ag: -0.2; TRHR agonist: 0.2; rTrxR1 inhibitor: -11%; PI4K2A inh: 4; mIDH1 inhibitor: 3%

How did Cc1ccsc1/C=N/NC(=O)c1ccncc1 do in these assays?
USP1-UAF1 inh: -8%; D2 antag: -2; TRHR PAM: -1; TrxR1 substrate: -7%; D2 ag: 1.0; TRHR agonist: -0.2; rTrxR1 inhibitor: 16%[57.1 µM]; PI4K2A inh: -4; mIDH1 inhibitor: 3%

How did CC1CCN(S(=O)(=O)c2ccc(NC(=O)C3CCCCC3C(=O)O)cc2)CC1 (centres undefined) do in these assays?
USP1-UAF1 inh: -17%; TrxR1 substrate: -10%; rTrxR1 inhibitor: -11%; PI4K2A inh: 3; mIDH1 inhibitor: 3%

How did COc1ccc(OCC(=O)Nc2ccc3c(c2)nc(CCN2CCN(C)CC2)n3C)cc1 do in these assays?
USP1-UAF1 inh: -24%; D2 antag: 10; TRHR PAM: 0; TrxR1 substrate: -6%; D2 ag: -0.1; TRHR agonist: 0.1; rTrxR1 inhibitor: -30%; PI4K2A inh: -2; mIDH1 inhibitor: 0%

What do the screens show for `Cn1c2c(c(=O)n(C)c1=O)C(c1cccc([N+](=O)[O-])c1)Nc1ccccc1O2` (centres undefined)?
USP1-UAF1 inh: -6%; D2 antag: -12; TRHR PAM: -3; TrxR1 substrate: -9%; D2 ag: 0.1; TRHR agonist: -1.1; rTrxR1 inhibitor: 19%[57.1 µM]; PI4K2A inh: 5; mIDH1 inhibitor: 4%

How did COc1ccccc1-c1nc2c(c(SCc3ccc(F)cc3Cl)n1)Cc1c(CO)cnc(C)c1O2 do in these assays?
USP1-UAF1 inh: -2%; TRHR PAM: 1; TrxR1 substrate: -7%; D2 ag: -0.1; TRHR agonist: -0.4; rTrxR1 inhibitor: 4%; PI4K2A inh: -2; mIDH1 inhibitor: 40%[activator]

Results for O=C(Cc1ccc([N+](=O)[O-])cc1)N/N=C/c1ccco1 ?
USP1-UAF1 inh: -22%; D2 antag: -6; TRHR PAM: 8; TrxR1 substrate: 0%; D2 ag: -0.4; TRHR agonist: -0.7; rTrxR1 inhibitor: 6%; PI4K2A inh: 5; mIDH1 inhibitor: -6%

What do the screens show for `CCn1c2ccccc2c2cc(NC(=S)N3CCOCC3)ccc21`?
USP1-UAF1 inh: -20%; D2 antag: 7; TRHR PAM: 3; TrxR1 substrate: -7%; D2 ag: -0.2; TRHR agonist: -0.5; rTrxR1 inhibitor: 2%; PI4K2A inh: 2; mIDH1 inhibitor: 4%
